From PubChem BioAssay
Gal4-VP16 FLuc – inhibits Gal4-VP16 luciferase reporter, ROR gamma counter-screen. Drosophila S2 Gal4-VP16 UAS-luciferase, luminescence, 20 h. Potency, µM (doses to about 53.6 µM), for inactives: at the top dose activity, negative = inhibition, hits mostly inhibitors. 310,000 compounds, 3.5% hits. AID 2546;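 further: Gal4-VP16 expression switched on by copper sulfate through the metallothionein promoter; potency means the concentration at half of the fitted maximal effect; on the % scale 0 is the no-effect control and ±100 the full control effect; nearly all actives have a fitted effect of over 50% in size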
ELG1 repair inh – ELG1-dependent DNA repair inhibition; HEK293T ELG1-luciferase reporter, luminescence, 16 h; DNA damage induced by 5-fluorouridine; Potency, µM (highest dose often 46.1 µM), without a hit: top-dose activity change, negative = inhibition, most hits filed as inhibitors; 330,000 compounds, 2.3% hits; AID 504467; further: potency means the concentration at half of the fitted maximal effect; on the % scale 0 is the no-effect control and ±100 the full control effect; nearly all actives have a fitted effect of over 55% in size
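Step one: seed 2,000 cells per well. Step two: pin-transfer compound or DMSO alongside 5-fluorouridine. Step three: incubate 16 hr, 37 °C, 5% CO2. Step four: add ONE-Glo, wait 30 min, read luminescence.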
Rab9 promoter act – activators of Rab9 promoter; Potency, µM (top dose mostly 9.22 µM), for inactives: at the highest dose activation, negative = inhibition, hits mostly activators; Huh7 Rab9 promoter-luciferase reporter, luminescence, 24 h; 320,000 compounds, 2.8% hits; further: potency means the concentration at half of the fitted maximal effect; % of control where 0% means no effect; nearly all actives have a fitted effect of over 60% in size
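Promoter activation is measured as luciferase luminescence in Huh7 cells stably transfected with a Rab9 promoter–luciferase construct, following 24 h compound exposure at 37 °C and 10 min reagent incubation at ambient temperature.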
RORg inh – ROR gamma (mouse) transcription inhibition; Potency, µM (top dose mostly 53.6 µM), without a hit: at the highest dose activity change, negative = inhibition, most hits filed as inhibitors; AID 2551; 310,000 compounds, 5.4% hits; Drosophila S2 Gal4-RORgamma UAS-luciferase reporter, 20 h; further: potency means the concentration at half of the fitted maximal effect; on the % scale 0 is the no-effect control and ±100 the full control effect; nearly all actives have a fitted effect of over 60% in size
Target sequence (P51450 whole entry, looked up, the tested form may be a part): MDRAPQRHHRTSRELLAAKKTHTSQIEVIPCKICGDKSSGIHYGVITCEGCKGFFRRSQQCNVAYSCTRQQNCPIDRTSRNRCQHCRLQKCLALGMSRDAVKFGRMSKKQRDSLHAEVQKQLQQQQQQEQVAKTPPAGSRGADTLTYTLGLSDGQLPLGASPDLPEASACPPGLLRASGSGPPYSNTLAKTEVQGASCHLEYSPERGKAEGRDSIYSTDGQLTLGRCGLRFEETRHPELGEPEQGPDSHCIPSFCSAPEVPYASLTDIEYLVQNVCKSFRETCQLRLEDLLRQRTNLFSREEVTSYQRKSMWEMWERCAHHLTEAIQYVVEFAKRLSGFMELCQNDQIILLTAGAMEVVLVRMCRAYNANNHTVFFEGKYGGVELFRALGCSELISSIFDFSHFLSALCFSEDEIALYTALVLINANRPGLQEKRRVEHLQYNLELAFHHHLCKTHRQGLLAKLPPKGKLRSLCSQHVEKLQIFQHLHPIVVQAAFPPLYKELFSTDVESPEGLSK
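Luminescence from a UAS-regulated Photinus luciferase reporter in stably transfected Drosophila Schneider cells is measured; decreased signal marks ROR gamma inhibition. Fusion expression is induced by 700 uM copper sulfate for 20 hr.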
FLuc modulator – counter-screen for miR-21 project: firefly luciferase inhibitors or activators; purified FLuc, Km substrates, luminescence inhibition; P08659; 360,000 compounds, 6.9% hits; Potency, µM (doses to about 57.5 µM), for inactives: at the highest dose activity change, negative = inhibition, hits mostly inhibitors;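 further: potency means the concentration at half of the fitted maximal effect; plate controls were vehicle for no effect and reference inhibitor for full effect; nearly all actives have a fitted effect of over 55% in size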
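Biochemical qHTS of compounds, final roughly 60 µM downward over six points, against 10 nM purified firefly luciferase using Km concentrations of substrates (10 uM D-luciferin, 10 uM ATP) in Tris acetate pH 7.5 buffer; luminescence output.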
KCNH2 3.1 inh – blocks the human KCNH2 3.1 channel isoform | U2OS KCNH2 3.1, thallium flux FluxOr; hits give low values | 340,000 compounds, 0.95% hits | AID 720553 | activity change, % (tested at about 1.8 µM);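 active means maximum activity change below -70%; inconclusive means maximum activity change from -70% to -50%; inactive means maximum activity change above -50%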;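 further: thallium influx rate constant from kinetic fluorescence after stimulation buffer; on the % scale 0 is the no-effect control and ±100 the full control effect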
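We transduce U2OS cells with the mutant 3.1 virus, culture them overnight, load FluxOr with Red40 quencher for 45 min, then add stimulation buffer and read kinetically for 2 min to derive a normalized rate constant.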
Mito fusion yeast – mitochondrial division inhibition or fusion activation; 320,000 compounds, 0.23% hits; S. cerevisiae fusion-defective mutant growth rescue, CellTiterGlo 48 h; AID 485298; Potency, µM (doses to about 46.1 µM), for inactives: top-dose growth rescue (activation), hits mostly activators;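 further: potency means the concentration at half of the fitted maximal effect; % of control where 0% means no effect; nearly all actives have a fitted effect of over 45% in size; temperature-sensitive fusion mutants such as fzo1-1 at 37 °C on non-fermentable ethanol glycerol medium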
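Growth-rescue viability read-out: after 48 h at the non-permissive 37C in glycerol/ethanol YPEG, yeast mitochondrial fusion mutants are measured by CellTiterGlo luminescence; compounds (23 nl pinned per well) restoring growth score as division inhibitors or fusion activators.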
MBNL1 CUG block – inhibitors of human MBNL1 binding to CUG repeat RNA; Q9NR56; TR-FRET MBNL1-His/biotin-(CUG)12 binding, 665/545 ratio; Potency, µM (doses to about 57.5 µM), for the others: at the highest dose activity change, negative = inhibition, usual class: inhibitors; 280,000 compounds, 0.036% hits; active means well fitted inhibition curve with a large enough effect in the signal ratio, with a control signal flat, not every such curve was filed as active; inconclusive means small, poorly fitted or top-dose-only effect, or effect the other way, or a change in a side signal; inactive means no such curve, though single readings can be large or run the other way; the % refers to the signal ratio; further: potency means the concentration at half of the fitted maximal effect; on the % scale 0 is the no-effect control and ±100 the full control effect
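MBNL1-His + Biotin-(CUG)12, cpd titration 92 nM–58 uM; Tb anti-His Ab 0.055 ng/ul, SA-XL665 5 nM (final); 60 min RT; ratiometric 665/545 nm, Ex 340 nm; normalized to buffer and full-complex controls.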
PKM2 activator – activators of human pyruvate kinase M2; 260,000 compounds, 0.34% hits; Potency, µM (doses to about 57.5 µM), for the others: at the highest dose activation, most hits filed as activators; purified PKM2, Kinase-Glo ATP luminescence, activation; response scale: 0% is enzyme alone, no compound; P14618; further: potency means the concentration at half of the fitted maximal effect; on the % scale 0 is the no-effect control and ±100 the full control effect; nearly all actives have a fitted effect of over 55% in size
Target sequence (P14618 whole entry, looked up): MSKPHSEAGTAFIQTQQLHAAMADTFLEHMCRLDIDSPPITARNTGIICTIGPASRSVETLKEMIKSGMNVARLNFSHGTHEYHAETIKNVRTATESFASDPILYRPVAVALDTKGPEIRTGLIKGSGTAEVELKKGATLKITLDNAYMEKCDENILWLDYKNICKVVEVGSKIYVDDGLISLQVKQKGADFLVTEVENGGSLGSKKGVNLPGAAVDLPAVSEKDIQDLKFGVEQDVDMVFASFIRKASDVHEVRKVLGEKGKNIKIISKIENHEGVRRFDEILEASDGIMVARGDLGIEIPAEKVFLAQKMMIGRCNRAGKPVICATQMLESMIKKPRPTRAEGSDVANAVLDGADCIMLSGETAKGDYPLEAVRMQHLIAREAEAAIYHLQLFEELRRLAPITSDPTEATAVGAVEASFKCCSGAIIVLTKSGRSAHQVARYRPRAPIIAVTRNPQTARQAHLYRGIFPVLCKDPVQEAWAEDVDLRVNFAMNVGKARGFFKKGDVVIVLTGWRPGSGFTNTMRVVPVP
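ATP formation by purified human PK-M2, quantified via coupled luciferase luminescence after 1 h at room temperature with 0.1 mM ADP and 0.5 mM PEP final.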
Menin MLL FP TR – displaces Texas Red mutant MLL peptide from human menin. Potency, µM (titrated, usually from 61.6 µM), for inactives: at the top dose FP activity change, negative = inhibition, hits mostly inhibitors. 270,000 compounds, 0.23% hits. AID 1768. Menin + Texas Red MLL mutant peptide, fluorescence polarization; active means well fitted inhibition curve with a large enough effect in the polarisation, with a control signal flat, not every such curve was filed as active; inconclusive means small, poorly fitted or top-dose-only effect, or effect the other way, or a change in a side signal; inactive means no such curve, though single readings can be large or run the other way; the % refers to the polarisation; further: potency means the concentration at half of the fitted maximal effect; % of control where 0% means no effect; many of its hits are not listed in these tables
NPC1 promoter act – activates the NPC1 promoter; Huh7 NPC1 promoter luciferase reporter, 24 h; Potency, µM (series often up to 9.22 µM), without a hit: at the top dose activation, usual class: activators; 320,000 compounds, 2.4% hits; AID 485313;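 further: potency means the concentration at half of the fitted maximal effect; % of control where 0% means no effect; nearly all actives have a fitted effect of over 60% in size; reporter is driven by a mutant NPC1 promoter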
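Luminescence read-out of NPC1 promoter-driven luciferase in stably transfected Huh7 cells; compounds delivered in DMSO and left 24 h at 37C, 5% CO2, qHTS titration format.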
* = called active by the depositor; ? = inconclusive; . = not tested or not shown; & = joins results of further samples; [ ] = dose if it differs, or a comment. Unless noted, the call rests on the fitted dose curve; in most records, active means well fitted curve in the direction sought with a large enough effect; inconclusive means small, poorly fitted or top-dose-only effect, or another doubt; inactive means no such curve, though single readings can be large; an effect the other way counts as inactive or inconclusive. Not all compounds are listed (hit frequency here may not be typical).

compound | Gal4-VP16 FLuc | ELG1 repair inh | Rab9 promoter act | RORg inh | FLuc modulator | KCNH2 3.1 inh | Mito fusion yeast | MBNL1 CUG block | PKM2 activator | Menin MLL FP TR | NPC1 promoter act
COc1ccccc1N1CCN(C2CCCN(S(=O)(=O)c3ccccc3)C2)CC1 (centres undefined) | -1% | ? | -2% | -1% | 4% | 4 | 0% | -4% | -6% | 1% | -2%
COCCn1c(=NC(=O)c2ccc3c(c2)OCCO3)sc2cc(S(N)(=O)=O)ccc21 | -11% | 27% | -2% | -2% | -1% | 11 | -9% | 46%[activator] | 10% | 26% | 0%
Cc1ccc(S(=O)(=O)c2c(C)cc(C)[nH]c2=O)c(C)c1 | -15% | -3% | -7% | -22% | -1% | 7 | -2% | 3% | . | 0% | -9%
CC(=O)c1cccc(NC(=S)NCCC2=CCCCC2)c1 | 7.1µM* | -4% | 1% | 7.1µM* | ? | 2 | 2% | ? | -2% | 6% | 15%
CCOC(=O)C1=NNC2(c3ccc(Cl)cc3)C(=O)N(c3ccc(C)cc3)C(=O)C12 (centres undefined) | -15% | 15% | -6% | 4% | 3% | -45 | -2% | 5% | 0% | -16% | -1%
O=C(NC1CCCCCC1)C1c2ccccc2C(=O)N1Cc1cccnc1 (centres undefined) | 1% | 5% | -2% | 2% | -1% | -1 | 1% | 3% | -4% | -2% | -7%
COc1ccc(CNC(=O)c2cccnc2Sc2ccc(C)c(C)c2)cc1 | -26% | ? | -1% | -9% | 3% | 0 | 8% | -12% | 0% | 16% | -3%
CCOc1ccc(-n2cnc3c(=O)[nH]c(N)nc32)cc1 | -1% | 13% | -15% | 22% | -1% | -2 | ? | ? | -2% | 37%[activator] | -1%
COc1ccc(C(=O)Nc2ccccc2C(=O)NC(C(=O)NCc2ccco2)C(C)C)cc1 (centres undefined) | 3% | -15% | -5% | -9% | 0% | -6 | -2% | -6% | 0% | 9% | -4%
Cc1ccccc1NC(=O)c1sc(Cl)nc1-c1ccccc1 | -3% | . | . | 8% | 2% | 29 | ? | 14% | 15% | -16% | .
C=CCNc1nc2c3ccccc3n(C(C)=O)c2s1 | 2% | ? | 23% | -44% | 24µM* | 11 | -4% | 4% | 19% | 8% | 21%
C=C(C)C(=O)Nc1cccc(C2=NOC3(C2)C[C@H](C(N)=O)N(C(=O)c2ccccc2)C3)c1 (some centres undefined) | 3% | 20% | -2% | 5% | -1% | 10 | 0% | -22% | -8% | . | 2%
C/C(=N\NC(=O)c1cc2ccccc2cc1O)c1cc2ccccc2o1 | ? | ? | 11% | 10µM* | 15µM* | 1 | 5% | . | -9% | . | 20%
O=C1N(c2ccccc2)C2CS(=O)(=O)CC2N1c1ccc(Br)cc1 (centres undefined) | 4% | 5% | -9% | 9% | -4% | 6 | 5% | -2% | 9% | ? | -4%
CCOC(=O)C(NC(=O)c1ccccc1Cl)(Nc1ccc(C(F)(F)F)cc1)C(F)(F)F (centres undefined) | -19% | -10% | -2% | -3% | 1% | -5 | 16% | -2% | 8% | -7% | 1%
Cc1nn(CC(=O)NC(=O)c2ccccc2)c(C)c1[N+](=O)[O-] | . | 16% | -3% | . | 1% | 37 | -1% | . | . | . | 2%
CN(CC(=O)NCCCc1ccccc1)S(=O)(=O)c1ccc(Br)cc1 | -3% | -20% | -9% | ? | -2% | -4 | 8% | -5% | 0% | -7% | 1%
CC(C)c1ccc(C2NC(=O)CCC2[N+](=O)[O-])cc1 (centres undefined) | -6% | -2% | 1% | -1% | 0% | -8 | 4% | -6% | -4% | -1% | -2%
COC(=O)c1ccc(SCC(=O)NC2CCCCC2)c([N+](=O)[O-])c1 | 0% | 2% | -1% | 7% | 6% | 5 | -1% | 9% | -3% | 8% | -2%
Cc1onc(-c2c(F)cccc2Cl)c1C(=O)OCC(=O)NC(c1ccccc1)c1ccccc1 | -4% | ? | -4% | -3% | 3% | . | -3% | 3% | -3% | 0% | -1%

(further entries)
compound | Gal4-VP16 FLuc | ELG1 repair inh | Rab9 promoter act | RORg inh | FLuc modulator | KCNH2 3.1 inh | Mito fusion yeast | MBNL1 CUG block | PKM2 activator | Menin MLL FP TR | NPC1 promoter act
CC(=O)c1cc2c(cc1NC(=O)CSc1nc3ccccc3o1)OCO2 | 9% | ? | ? | ? | 0% | 8 | 3% | 9% | 0% | 4% | 20%
C=CCN1C(=O)C(O)(CC(=O)c2ccc(OC)cc2OC)c2cc(Br)ccc21 (centres undefined) | -11% | -12% | -3% | 32% | -1% | 1 | 14% | -2% | -13% | -5% | -1%
Cn1c(NC(=O)COc2ccccc2)cc(=O)n(C)c1=O | -2% | 0% | 6% | 28% | 0% | 6 | 4% | -2% | 4% | 1% | 2%
CC(=O)OCC(=O)[C@@]1(O)[C@H](C)C[C@H]2[C@@H]3CCC4=CC(=O)C=C[C@]4(C)[C@@]3(F)[C@@H](O)C[C@@]21C | 2% | 26% | 0% | 30% | 10% | -7 | 0% | -15% | -5% | -7% | 1%
Cc1ccc(S(=O)(=O)n2c(=O)oc3ccccc32)cc1 | 5% | -9% | -24% | 9% | 0% | 18 | 14% | 2% | 19% | 5% | -3%
CCCC1(c2ccccc2)NC(=O)N(CC(=O)NCc2ccc(C)cc2)C1=O (centres undefined) | 4% | 0% | -1% | -1% | 0% | -6 | -1% | 0% | . | -28% | -4%
CC(=O)c1cccc(NC(=O)N2CCCC2C(=O)Nc2ccccc2C)c1 (centres undefined) | -3% | -6% | 3% | 10% | -1% | -16 | 1% | 1% | 1% | 9% | -6%
Cc1cc(N/N=C/c2cccc(F)c2)nc(NCc2ccccc2)n1 | 3% | 9% | 4% | 0% | 12µM* | -44 | -5% | -5% | -3% | . | 1%
COc1ccc(OC(=O)CN2C(=O)C3C4CCC(C4)C3C2=O)cc1 (centres undefined) | 1% | 0% | -1% | -21% | 7% | 26 | -5% | . | 1% | 15% | 1%
CCN(CC)Cc1cc(CCNC(=O)c2ccc(Cl)cc2)ccc1O | 7% | 23% | -4% | -10% | -20% | -12 | 0% | -3% | 0% | 11% | 1%
CCOC(=O)c1cc2c(ccn2C)n1CC(=O)N1CCN(c2ccc(F)cc2)CC1 | -4% | 3% | 14% | 11% | -1% | -7 | -2% | -3% | 4% | -15% | -2%
S=C(NCc1ccco1)N1CCN(Cc2ccc(Cl)cc2Cl)CC1 | 5% | -1% | 0% | 14% | 0% | 9 | 1% | -5% | 1% | ? | -2%
Fc1ccc(N2CCN(Cc3cn[nH]c3-c3ccccc3)CC2)cc1 | ? | -3% | -3% | ? | -1% | ? | 23% | . | 6% | . | -4%
CC(=O)N(c1ccc(C)cc1)c1nc(C)cc(C)c1C#N | -9% | 0% | -4% | 3% | 0% | 2 | -1% | -6% | 13% | . | -1%
C[C@@H]1C(=O)O[C@H]2C[C@@]34[C@H]5C[C@@H](C(C)(C)C)[C@]36[C@@H](OC(=O)[C@@H]6O)O[C@@]4(C(=O)O5)[C@]21O | 0% | 12% | 4% | -29% | 1% | -16 | -11% | -3% | . | -10% | -2%
Cc1ccc(NS(=O)(=O)c2ccc3c(c2)NC(=O)CCS3)cc1C | ? | -9% | -1% | ? | -1%&0% | -18 | 3% | -2% | . | . | -5%
CN(C)CCCNc1ncnc2c1cnn2Cc1ccccc1Cl | 0% | 2% | 0% | 1% | 0% | 19 | -3% | -3% | . | 9% | 0%
N#Cc1ccc(NC(=O)C2=COCCO2)cc1 | . | ? | 27% | . | ? | 8 | -3% | . | . | . | 22%

Only KCNH2 3.1 inh, Rab9 promoter act and Mito fusion yeast, for some of the entries so far:
Structure	KCNH2 3.1 inh	Rab9 promoter act	Mito fusion yeast
S=C(NCc1ccco1)N1CCN(Cc2ccc(Cl)cc2Cl)CC1	9	0%	1%
Fc1ccc(N2CCN(Cc3cn[nH]c3-c3ccccc3)CC2)cc1	?	-3%	23%

A few values from the list.
`CN(C)CCCNc1ncnc2c1cnn2Cc1ccccc1Cl` | Rab9 promoter act = 0%
`S=C(NCc1ccco1)N1CCN(Cc2ccc(Cl)cc2Cl)CC1` | RORg inh = 14%
